# Screening results deposited in PubChem by several laboratories.
# PERK inh: blocks human PERK kinase | Q9NZJ5 | CHO PERK-DD fusion, SEAP luminescence translation reporter | inhibition, % at 5.6 µM | 220,000 tested, 0.17% active;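 active means inhibition above the mean inhibition of all tested compounds plus 3 SD, set separately per screening campaign, cut at about 2.9% in these data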;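 further: PERK kinase domain activated by AP20187 dimerizer at 100 nM; 0% = DMSO with dimerizer and 100% = rapamycin at 8.4 µM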
# eIF4E 4G PPI: inhibitors of eIF4E and eIF4G interaction in translation initiation | P63073+Q04637 | TR-FRET eIF4E-eIF4GI(517-606) binding, 2 h | inhibition, % at 21.7 µM | 220,000 tested, 0.37% active;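 active means inhibition above about 30%, limit read from the data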;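 further: 0% = full FRET control wells and 100% = background wells lacking eIF4GI fragment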
# Rad51 HR inh: blocks human Rad51 in homologous recombination. Q06609. AID 1385. 200,000 tested, 0.085% active. inhibition, % at 10 µM. hRad51 DNA strand exchange, fluorescence dequenching;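 active means inhibition above 40% at the single screening dose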;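 further: 0% = DMSO control wells and 100% = blanks with heterologous ssDNA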
# Target sequence (Q06609 whole entry, looked up): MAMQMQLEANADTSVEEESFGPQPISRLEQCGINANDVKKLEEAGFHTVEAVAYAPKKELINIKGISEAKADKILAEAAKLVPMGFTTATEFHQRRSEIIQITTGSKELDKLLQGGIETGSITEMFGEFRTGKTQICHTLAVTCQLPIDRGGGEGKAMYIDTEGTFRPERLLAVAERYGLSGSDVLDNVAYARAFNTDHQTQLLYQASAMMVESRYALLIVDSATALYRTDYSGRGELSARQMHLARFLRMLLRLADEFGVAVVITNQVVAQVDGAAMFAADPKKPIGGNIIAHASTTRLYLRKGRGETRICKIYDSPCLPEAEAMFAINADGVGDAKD
#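 System: human Rad51 nucleoprotein filaments preassembled on unlabelled ssDNA. Reagent: labelled 47-mer dsDNA for strand exchange. Schedule: 30-min compound preincubation and 15-min exchange, both room temperature. Measured by: FRET fluorescence dequenching, excitation 485 nm, emission 520 nm. Read-out: Fluorescence-based percent inhibition, control- and blank-normalised. Benchmarks: plate controls and plate blanks.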
# m-calpain inh: inhibitors of pig calpain II; purified calpain II, fluorogenic peptide substrate, 30 min; inhibition, % at 16 µM; 220,000 tested, 0.37% active; AID 1236;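 active means inhibition above about 50%, limit read from the data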
# Mdm2 ligase inh: blocks human Mdm2 ubiquitin ligase activity; signal enhancement, % at 5 µM; 210,000 tested, 0.11% active; cell-based MDM2 ubiquitination luciferase reporter, 2 h; 0 = plate control, 100 = twice control, blank-subtracted; Q00987;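 active means signal enhancement of 30% or more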;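 further: luminescence tracks abundance of the self-degrading MDM2-luciferase fusion protein; higher signal means inhibition of MDM2 E3 ligase activity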
# Target sequence (Q00987 whole entry, looked up, the tested form may be a part): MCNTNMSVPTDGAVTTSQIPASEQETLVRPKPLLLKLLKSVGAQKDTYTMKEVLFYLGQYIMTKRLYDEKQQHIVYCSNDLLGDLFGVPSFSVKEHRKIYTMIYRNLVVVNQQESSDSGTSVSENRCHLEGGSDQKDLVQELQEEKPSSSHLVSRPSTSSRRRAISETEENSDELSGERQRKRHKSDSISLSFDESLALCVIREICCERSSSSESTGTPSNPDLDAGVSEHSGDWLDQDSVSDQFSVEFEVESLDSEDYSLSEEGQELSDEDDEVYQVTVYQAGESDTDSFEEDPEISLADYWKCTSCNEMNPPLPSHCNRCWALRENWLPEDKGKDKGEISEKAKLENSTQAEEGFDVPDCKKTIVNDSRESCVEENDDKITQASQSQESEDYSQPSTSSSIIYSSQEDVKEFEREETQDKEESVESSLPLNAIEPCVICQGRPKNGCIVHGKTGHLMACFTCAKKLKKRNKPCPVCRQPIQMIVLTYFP
#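 Buffer or medium: Cells held in DMEM | Assay system: Stable mammalian line carrying autodegrading MDM2–luciferase fusion reporter | Quantity: 2000 cells/well | Times: 4 h settle plus 2 h compound, 37 °C | Doses: One concentration, 5 µM, with 0.2% DMSO | Technique: Luminescence with SteadyLite reagent, 15 min at room temperature | Benchmarks: Plate controls and plate blanks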
# EBV gp42 inh: EBV gp42 inhibition; Q1HVG2; Fluorescence polarization binding assay, mP read-out; inhibition, % (tested at 21.74 µM); 220,000 tested, 0.42% active; in the data active means inhibition above about 50%
# Target sequence (Q1HVG2 whole entry, looked up): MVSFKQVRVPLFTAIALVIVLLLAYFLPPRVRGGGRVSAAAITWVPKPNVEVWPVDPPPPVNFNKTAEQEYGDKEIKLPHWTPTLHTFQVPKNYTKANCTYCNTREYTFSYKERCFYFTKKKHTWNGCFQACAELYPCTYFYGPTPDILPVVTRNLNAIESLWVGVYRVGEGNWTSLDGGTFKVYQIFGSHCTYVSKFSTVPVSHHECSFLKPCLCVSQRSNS
# Cl transport mod: KCC2 (human) Cl- transport modulation; AID 1456; 190,000 tested, 2.2% active; B-score of Tl+ flux slope (higher = more flux/activation; lower = inhibition) at 10 µM; KCC2 cells, thallium flux FluoZin-2 fluorescence; Q9H2X9;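 active means thallium flux slope and its plate-corrected score both differing from the plate sample mean at a set confidence after two filtering rounds, in either direction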;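 further: slope of fluorescence scaled to starting intensity during 10 to 20 s after thallium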
# TNF death inh: blocks TNF-alpha induced death of Jurkat FADD-/- cells | Jurkat FADD-/- TNF necroptosis rescue, ATP luminescence, 24 h; 0 = TNF only, 100 = no-TNF cells | 220,000 tested, 0.068% active | AID 463075 | activation (protection from cell death), % at 10 µM;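 active means activation, meaning protection from cell death, of at least 50% relative to plate controls; inactive means activation below 50%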;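 further: necroptosis triggered by 40 ng/mL TNF-alpha added together with compound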
# L929 necroptosis: blocks zVAD induced death of L929 cells; L929 zVAD necroptosis rescue, ATP luminescence, 24 h; with zVAD 60 µM; viability rescue, % at 10 µM; 220,000 tested, 0.38% active; AID 1377;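 active means activation, scaled between plate controls, above about 75%, limit read from the data; inactive means activation under that limit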;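 further: 0% = zVAD with DMSO and 100% = DMSO alone without zVAD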
# * marks the source's active call; other numbers are inactive results; i = inactive; / = no result given; [ ] = remark or other dose.
# Screens in order – eIF4E 4G PPI, Rad51 HR inh, Cl transport mod, TNF death inh, Mdm2 ligase inh, L929 necroptosis, EBV gp42 inh, PERK inh, m-calpain inh
1: CCOC(=O)c1cnc(-n2nc(C)cc2C)nc1NNc1nc(-c2ccccc2)cc(-c2ccccc2)n1
  1.6[fluorescence artefact?], -5.9, 1.7, -1.9, -9.2, 7.2, -5.9, 0.9, -89.0
2: O=C(NC1(O)C(=O)c2ccccc2C1=O)c1ccccc1
  0.2, 10.0, /, -5.2, 9.7, -0.3, 4.5, 2.4, -10.0
3: O=C(O)Cc1sc(Nc2ccccc2)nc1-c1cccs1
  2.6, 4.8, -0.365, 0.1, /, -0.8, -14.1, 0.9, -30.9
4: Nc1nccc(/C=C/c2ccc(Cl)cc2)n1
  2.3, 5.3, -0.607, -10.0, -14.9, -0.6, -9.0, 1.2, -72.6
5: CC(C)(C)/C(Cn1cncn1)=N\OC(=O)Nc1ccc(Cl)cc1
  -2.6, 20.9, 0.643, 1.7, 2.2, /, -16.6, -0.8, -1.9
6: Cc1nc2scc(-c3ccccc3)c2c(=O)n1N
  8.7, -1.5, 0.469, 0.1, -2.4, 2.1, -8.5, 1.4, -3.0
7: CC(=O)Nc1sc2c(c1C(c1ccc(F)cc1)N1CCOCC1)CCCC2 (configuration not stated)
  -3.1, -3.2, 0.124, -1.8, 3.2, 0.9, -23.4, -0.6, -9.8
8: CC1=[N+](CC(=O)NC(C)(C)C)CCc2ccccc21
  1.1[fluorescence artefact?], 14.7, 0.886, 1.7, -3.1, /, -10.7, -0.2, 5.2
9: COc1ccc2nc(NC(=O)CCn3cccc3)sc2c1
  6.0[fluorescence artefact?], -1.3, /, 6.3, -12.1, 91.6*, -14.1, -0.3, -99.9
10: CCOC(=O)CC(=O)c1cc(OC)c(OC)c(OC)c1
  6.7, -0.4, 0.738, -0.9, -11.5, -0.1, -1.8, -0.6, -4.2
11: CC(C)(C)c1cn(-c2ccc(Cl)cc2)c(=S)[nH]1
  2.3, 1.6, 4.1, -0.9, 7.9, 0.1, -15.0, 0.6, -27.2
12: CCCC1CC(CSC(=N)N)OC1=O (configuration not stated)
  -0.6[fluorescence artefact?], 14.6, /, -1.1, 0.9, 1.0, 1.4, 1.1, -27.4
13: Cc1ccc(-n2c3c(cc(C(=O)NCc4ccco4)c2=O)C(=O)CC(C)(C)C3)cc1
  7.7, -8.0, 0.191, -0.9, -15.7, -1.3, -15.1, -0.8, -78.7
14: NC(=O)c1ccc2c(=O)n3c(-c4cc(Cl)c(N)c(Cl)c4)csc3nc2c1
  -10.1, 4.8, 0.00324, -9.8, -9.8, 0.5, 4.4, /, -66.5
15: Cc1ccoc1C(=O)Nc1cccc(Oc2ccccc2)c1
  -2.4[fluorescence artefact?], -1.3, /, -1.0, -12.1, 0.7, -9.6, -1.0, 3.5
16: O=C(Cn1nc(C(=O)O)c2ccccc2c1=O)Nc1nc(-c2ccccc2)cs1
  2.2, -1.6, 1.02, 0.2, -14.1, 1.5, -7.0, 0.8, -2.8
17: CN1CCN(C(=O)C2=C[C@H](c3csc4ccccc34)C[C@H](OCc3ccc(CO)cc3)O2)CC1
  0.7, -2.0, 1.22, 3.5, /, -0.4, -6.9, 1.6, -6.5
18: Cc1ccc(Cl)cc1NC(=S)N(CCCN1CCN(C)CC1)Cc1cccs1
  -1.0, -4.8, 0.37, 2.4, -7.5, -0.1, -8.3, 0.4, 11.3
19: CN(CC(=O)Nc1cccc2c1CCCC2)S(=O)(=O)c1ccccc1
  2.3, 3.1, -1.46, -3.3, -4.2, -0.4, -10.5, 0.0, 8.9
20: S=C(NNc1nc(Nc2ccccc2)nc(N2CCCCC2)n1)NC1CCCCC1
  -2.3, -13.6, 1.4, 0.7, 4.7, 1.8, -1.8, -0.3, -38.6
21: COc1ccc2c(CC(=O)Nc3ccc(N4CCOCC4)cc3)coc2c1
  1.0, 13.9, -0.065, 2.2, -7.8, 0.5, 1.0, -0.5, -16.6
22: COC(=O)c1ccccc1NC(=O)CN1CCC(NC(=O)c2ccccc2C)CC1
  6.5[fluorescence artefact?], -4.5, -0.137, -2.6, -21.4, 0.6, -1.5, -0.9, -1.1
23: CCCCNC(=O)c1cc2nc3c(c(C(F)(F)F)n2n1)CCc1ccccc1-3
  -4.3[fluorescence artefact?], -2.1, -0.133, -0.9, -16.6, -0.2, -15.6, 1.7, -310.3
24: Cc1c(C(=O)NCCc2ccc(S(N)(=O)=O)cc2)cccc1[N+](=O)[O-]
  3.0, 5.1, 1.01, 0.7, -8.7, -0.6, -17.7, 0.3, 4.9
25: CCOC(=O)c1cnc2sc3c(n2c1=O)CCCC3
  7.4, /, /, -6.8, -12.6, 0.9, -22.4, -0.5, i
26: CSc1ccccc1NC(=O)CN(C1CCCCC1)S(C)(=O)=O
  0.7, 3.7, 1.09, 0.7, -10.7, 0.5, 0.0, -1.7, 4.1
27: Cc1ccsc1/C=C(/C#N)C(=O)NCc1ccccc1
  -1.4[fluorescence artefact?], -3.5, -0.412, 1.3, -7.7, 1.3, -8.1, 0.3, -8.7
28: CCOC(=O)C(NC(C)=O)(Nc1ccc(S(=O)(=O)Nc2ncccn2)cc1)C(F)(F)F (configuration not stated)
  3.7, -19.4, 0.025, -0.5, -15.1, 0.1, -7.1, 0.6, 20.4
29: Cc1csc2ncc(C(=O)N(Cc3ccccc3)c3ccccn3)c(=O)n12
  -3.0[fluorescence artefact?], -3.9, /, 0.9, -8.5, -1.1, -17.5, -0.6, 12.0
30: COC(=O)N1[C@H](Cc2ccccc2)C=C[C@]1(C)C(=O)O
  3.3, 0.4, 0.00688, 2.0, /, -0.5, -14.5, 0.8, -7.3
31: CCC(CC)c1nnc(NC(=O)Cc2cccs2)s1
  4.3, -3.6, -0.283, 0.0, 6.5, 8.0, -6.2, 0.7, -55.3
32: Cn1cccc1Cc1nnc(SCC(=O)NC2CCCC2)n1CCc1ccccc1
  -3.0, -1.8, 0.414, 0.9, -3.5, -0.3, -13.7, -0.7, -11.9
33: Cc1cc(C)c(NC(=S)N(C)C)cc1C
  4.2, 10.2, -0.247, -0.1, -4.2, 1.1, -11.8, -0.3, 3.1
34: CC(C)NC(=O)CSc1nc2ccccc2n1CC(=O)N1CCc2ccccc21
  6.8[fluorescence artefact?], 7.2, /, 0.5, -0.9, -0.2, -15.5, -1.5, 5.4
35: CCOC(=O)c1c(NC(=O)CSc2nnc(-c3ccncc3)n2Cc2ccco2)sc(C)c1C
  -4.7, 0.5, /, -0.2, -1.6, -0.2, 4.5, -1.6, -28.8
36: COc1cccc(C2CC(c3ccccc3)Nc3nc(N)nn32)c1 (configuration not stated)
  2.1, -1.7, 0.275, 0.0, -6.1, -0.3, -13.2, 1.4, 1.6
37: COCCCNC(=O)CN(c1cccc(Cl)c1C)S(C)(=O)=O
  1.1, -10.0, 0.065, -1.3, -9.7, 0.0, 1.2, 0.1, 15.8
38: O=C(NCC1CCCO1)c1ccc(COc2ccccc2Br)cc1 (configuration not stated)
  7.5, /, -3.28, 0.7, -9.1, 5.1, 3.7, -1.3, 27.8
39: CN1CCCN(CC(O)COCc2cccs2)CC1 (configuration not stated)
  0.1, -1.0, /, -1.6, -10.8, -0.2, -25.5, 1.6, -9.6
40: Cn1c(=O)c2c(nc(NCC3CCCO3)n2Cc2cccc(Br)c2)n(C)c1=O (configuration not stated)
  -3.0, -6.2, -7.57*, 0.0, 1.1, -0.1, -17.5, -0.6, -28.9
41: O=C(Cc1cccs1)NCc1cccc(F)c1
  2.0, /, 0.0184, 4.7, -7.7, 0.1, -8.0, 2.0, 15.9
42: CCCCN=C(NNc1ccc(Br)cc1)C(=O)OCC
  3.2, -2.6, -1.58, 0.3, 0.7, -0.5, -13.4, 0.5, 5.4
43: COC(=O)CCS(=O)(=O)c1ccc(Cl)c(Cl)c1
  10.2, -13.7, /, -1.0, -11.2, -0.1, -13.8, -0.6, -2.9
44: Cc1cccc(Nc2ncnc3nc[nH]c23)c1C
  -0.8, -2.2, 1.74, 0.8, -47.7, 1.5, 5.8, 1.6, -0.9
45: C=C(C)COc1ccc(-c2n[nH]c(C)c2-c2ccccc2OC)c(O)c1
  9.2[fluorescence artefact?], 3.1, /, -1.6, -12.2, 0.0, 9.8, -0.6, 34.5
46: CCNC(=O)CSc1nnc(-c2ccccc2)n1-c1ccc(OCC)cc1
  10.9, 2.7, 0.0413, -0.5, -0.7, -0.3, -1.1, -1.6, -45.8
47: CC(C)NC(=O)CCCOc1ccc(Cl)cc1Cl
  -0.2, 0.5, 0.652, -2.1, -19.1, -0.4, -27.8, 0.3, 0.6
48: Cc1cc2occ(CC(=O)Nc3nccs3)c2cc1C(C)C
  6.0, 0.6, -0.303, 3.0, 3.4, 0.5, -11.9, 1.2, -31.3
49: COc1ccc(C2c3c(-c4ccccc4O)n[nH]c3C(=O)N2CCc2ccc(OC)c(OC)c2)cc1 (configuration not stated)
  2.5, -1.1, /, -4.2, -3.7, -0.1, 15.7, -0.7, -59.2
50: O=C(NCC1(N2CCOCC2)CCCCC1)c1ccc(Cl)c(S(=O)(=O)NCc2ccco2)c1
  0.1[fluorescence artefact?], -1.9, /, 0.9, -9.1, 0.1, -1.3, -0.2, -73.3
51: CCCCn1c(=O)c(CCC(=O)OCC(=O)Nc2cc(Cl)ccc2OC)nc2ccccc21
  -0.9[fluorescence artefact?], -4.5, 0.785, 1.2, 9.5, 1.0, -2.9, 0.2, -11.6
52: c1csc(CNCc2ccncc2)c1
  0.8, 6.6, 0.509, 0.6, -10.4, 3.4, -8.2, 0.1, 21.6
53: CC(C)NC(=O)c1ccc(CS(=O)(=O)c2ccc(Br)cc2)o1
  1.6, -0.1, /, 0.1, -6.8, 0.8, -7.1, 0.3, -19.9
54: Cc1ccc(S(=O)(=O)/N=C/c2ccco2)cc1
  -4.3, -7.9, 1.1, 2.7, -13.8, 0.3, -0.7, 1.4, 12.4
55: O=C(CSc1nnc2ccccn12)NNC(=O)c1ccc([N+](=O)[O-])cc1
  -12.7, -4.3, -0.399, 0.7, /, 0.0, -14.8, 1.0, -13.0
56: COc1ccc(C2=NOC(C(=O)NCCN3CCOCC3)C2)cc1 (configuration not stated)
  1.7, -6.7, -0.442, -0.2, -1.9, 0.0, 0.9, -0.1, -2.8
57: O=C(NN1C(=O)C2C(C1=O)C1C=CC2C12CC2)c1cccnc1 (configuration not stated)
  3.1, -27.4, 0.844, -0.4, -3.7, 6.9, -24.9, 0.5, -20.0
58: O=C(NCc1ccccn1)C(=O)C1C(=O)Nc2ccccc21 (configuration not stated)
  4.4, 4.1, 0.187, 0.1, -0.5, 0.6, -12.1, 0.5, 16.3
59: CC(C)CNC(=O)COC(=O)c1c2c(nc3ccccc13)/C(=C/c1cccs1)CC2
  1.7, -21.3, 0.232, -3.3, -6.5, 10.6, 8.3, -0.8, 10.3
60: Cc1ccc(C(=O)N(CC#N)CC#N)cc1C
  1.5, 9.0, -0.457, 3.2, 8.3, 2.0, -14.7, 1.8, 1.9
61: Cc1ccccc1N/N=C/c1ccc(N2CCOCC2)cc1
  9.2, -10.0, 3.06*, -2.5, 2.4, 0.0, -21.7, 0.9, -35.4
